STK33 inh = inhibitors of purified STK33 kinase, primary screen, biochemical, ADP-Glo luminescence, homogeneous, cell-free. MBP phosphorylation. actives 0.073% (n = 320,000). inhibition, % at 10 µM;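 active = inhibition at or above 25%, using the most active replicate where run in duplicate; inactive = inhibition below 25%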
OX1R antag-1 = OX1R (HCRTR1) antagonists, primary screen, fluorescence, CHO/OX1R cells, Fluo-8 calcium, orexin A. Fluo-8 calcium fluorescence. Orexin/Hypocretin receptor type 1 (Homo sapiens), O43613. actives 0.43% (n = 330,000). inhibition, % at 5 µM. AID 434989, 2010;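 active = inhibition above its plate's threshold, mean inhibition of all tested compounds on the plate plus 3 SD, cut at about 37% in these data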;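 also: 0% = orexin A challenge wells and 100% = SB-334867-A antagonist wells; not every result past the cut was called active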
Target sequence (O43613 whole entry, looked up): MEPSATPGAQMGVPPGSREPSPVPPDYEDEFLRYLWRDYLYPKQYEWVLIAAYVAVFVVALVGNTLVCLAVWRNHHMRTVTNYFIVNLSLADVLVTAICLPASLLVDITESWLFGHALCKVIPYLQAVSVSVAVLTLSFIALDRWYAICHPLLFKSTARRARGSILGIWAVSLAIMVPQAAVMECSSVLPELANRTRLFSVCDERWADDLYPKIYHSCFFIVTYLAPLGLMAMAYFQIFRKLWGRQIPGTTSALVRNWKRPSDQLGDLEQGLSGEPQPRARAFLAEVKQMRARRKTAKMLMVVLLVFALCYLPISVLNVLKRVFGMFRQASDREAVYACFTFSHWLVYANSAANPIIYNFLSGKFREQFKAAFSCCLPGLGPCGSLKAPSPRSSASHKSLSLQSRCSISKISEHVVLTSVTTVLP
OX1R antag-2 = antagonists of human orexin 1 receptor (OX1R); Orexin/Hypocretin receptor type 1 (Homo sapiens), O43613; OX1R-expressing cells, FRET antagonist read-out; inhibition, % at 6.6 µM; actives 1.8% (n = 330,000); AID 485270, 2010; in the data active = inhibition mostly above about 38%, no sharp cut-off; inactive = mostly below about 40%;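 also: 0% = agonist challenge alone and 100% = reference antagonist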
* hit, by the source's call; · = not tested or not shown.

SMILES	STK33 inh	OX1R antag-1	OX1R antag-2
Cc1oc(-c2cccc(Cl)c2)nc1CS(=O)(=O)CC(=O)NC1CC1	-1.4	-3.2	7.2
O=C(NNc1ccc([N+](=O)[O-])cc1)C1CC2CCCC(C1)C2=O (configuration not stated)	0.0	9.6	22.5
COc1cccc(N=C2SC(C(=O)Nc3ccc(F)cc3)CC(=O)N2C)c1 (configuration not stated)	-2.4	-35.5	5.6
O=C(COC(=O)CSc1cc(Cl)ccc1Cl)NCc1ccc2c(c1)OCO2	-1.8	8.4	9.0
CC(=O)c1cc(-c2ccccc2)n(CC(=O)NC2CCCC2)c1C	-0.2	-27.2	12.6
CN1CCN(CCP(=O)(c2ccccc2)c2ccccc2)CC1	-0.6	-11.1	4.6
COC(=O)CSc1cc(C)nc2ccc(OC)cc12	1.8	8.3	26.0
COc1ccc(CN2CCN(Cc3ccc(CO)o3)CC2CCO)cc1C (configuration not stated)	-0.1	-7.5	1.8
Cc1cccc(OCC(=O)NNC(=O)CSc2ncc(C#N)c(N)n2)c1	-1.3	-6.0	12.6
CCOc1ccc(-n2c(-c3ccc(Br)cc3)c[n+]3c2CCCCC3)cc1	-1.8	-8.8	7.6
CSc1ccc(/C=N/n2c(C)cc(C)cc2=O)cc1	0.5	-2.2	12.1
C=CCN1C(=O)CS/C1=N/c1nccs1	0.3	-1.6	5.1
COc1cc(OC)c(NS(=O)(=O)c2cc(C(=O)OC(C)C(=O)NC3CC3)c(Cl)cc2Cl)cc1Cl (configuration not stated)	-0.7	-19.9	26.0
Cc1cc(NC2CCCCC2)nc(N2CCOCC2)n1	-2.6	-8.5	5.3
COc1ccc(-n2cnc3sccc3c2=O)cc1	-1.1	-12.2	4.2
Cn1c(SCC(=O)Nc2cccc(S(=O)(=O)N3CCOCC3)c2)nnc1-c1ccncc1	-0.5	-16.5	17.4
COc1cccc(OC)c1C(=O)Nc1ccc(Br)c(C(=O)c2ccccc2)c1	-0.2	-25.7	19.2
O=C(Nc1ccccn1)c1ccc(C(=O)Nc2ccccn2)cc1	-1.1	-0.6	-2.5
O=C(O)COc1ccc(NC(=O)c2ccc3c(c2)C(=O)N(Cc2ccccc2)C3=O)cc1	-2.6	-6.1	27.4
CCOC(=O)N1CCN(C(=O)c2ccccc2NC(=O)COc2ccccc2)CC1	-0.3	-20.0	11.0
S=c1nc[nH]c2c1ncn2C1CCCO1 (configuration not stated)	-2.1	-13.4	7.9
CCC1=NN2C(=N)/C(=C/c3cc(C)n(Cc4ccccc4)c3C)C(=O)N=C2S1	-2.2	96.6*	18.9
Cc1nc(C)c(C(=O)OCC(=O)N2CCN(c3ccccc3)CC2)s1	0.0	-3.9	15.7
Cc1cc(C)c2cc(CN(Cc3ccco3)C(=O)NCc3ccccc3)c(=O)[nH]c2c1	0.6	-54.2	6.5
CCC(C)NC(=O)Cn1c(COc2ccc(Cl)cc2Cl)nc2ccccc21 (configuration not stated)	-0.9	-17.1	5.0
COc1cccc(NC(=O)C2C3C=CC(O3)C2C(=O)O)c1 (configuration not stated)	-0.3	3.5	5.6
Cc1ccc([N+](=O)[O-])cc1S(=O)(=O)Nc1ccc(C(=O)N(C)C)cc1	-1.8	4.2	54.6
CCC(C(=O)Nc1ccccc1-c1ccccc1)c1ccccc1 (configuration not stated)	-2.0	-31.8	13.2
COC(=O)c1cccc(NC(=O)c2ccc3c(c2)C(=O)N(CC2CCCO2)C3=O)c1 (configuration not stated)	-1.4	-27.4	50.1
Cc1nc(C(=O)NNC(=O)c2ccc(C(F)(F)F)cc2)cs1	-2.0	-7.2	11.8
O=C(Nc1ccc2[nH]ccc2c1)c1cccs1	3.0	-7.5	8.0
Cc1ccc(C)c(Cn2nnc3c(=O)[nH]c(C4CCCN(C(=O)c5cccs5)C4)nc32)c1 (configuration not stated)	-0.9	-38.2	12.1
O=C1OCCN1CC(=O)N1CCc2c([nH]c3ccccc23)C1c1ccccn1 (configuration not stated)	-1.4	-14.0	-3.3
CCc1cccc2sc(N3CCN(C(=O)c4ccc([N+](=O)[O-])o4)CC3)nc12	-2.4	-15.5	13.0
COc1cc(C2C(C(=O)N3CCOCC3)=C(C)NC3=C2C(=O)CCC3)ccc1OC(C)=O (configuration not stated)	-1.8	-1.4	8.5
Cn1c(=NC(=O)CN2C(=O)C3CC=CCC3C2=O)sc2ccccc21 (configuration not stated)	-0.3	-20.7	13.6
COc1c(OC(C)=O)ccc(/C=C/c2ccc3cccc(OC)c3n2)c1[N+](=O)[O-]	-0.9	-11.1	22.0
Cc1cccc(NC(=O)c2csnn2)n1	-0.9	2.6	6.5
Cc1cccc(CC(=O)Nc2c3c(nn2-c2cccc(Cl)c2)CS(=O)C3)c1 (configuration not stated)	1.0	-10.5	12.9
Cc1noc(C)c1COC(=O)c1ccc2ccccc2n1	9.5	-36.0	21.7
Cc1cc(CN2CCCCC2)oc1C(=O)O	-0.9	-20.9	12.2
COCCn1c(-c2ccccc2)cnc1SCC(=O)Nc1cccc2ccccc12	0.3	-40.3	17.2
CN=C(N)NCCC[C@H](N)C(=O)O	-2.4	-9.8	18.0
C=CCN1C(=O)c2ccccc2Sc2ccc(C(=O)NCCC)cc21	-0.7	-22.0	-0.6
COc1ccc([C@H]2CC(=O)C=C(c3cc(Cl)ccc3OC)C2)cc1	-0.6	-12.2	3.0
Cc1cc(C)cc(NC(=O)CN2CCC(NC(=O)c3cccc(F)c3)CC2)c1	1.3	-27.2	-1.6
Cc1c(N2C(=O)C(=O)/C(=C(/O)c3ccc(Br)cc3)C2c2cccnc2)c(=O)n(-c2ccccc2)n1C (configuration not stated)	-1.6	-11.6	11.3
N/C(=N\OC(=O)Cc1ccc(-c2ccccc2)cc1)c1cccc([N+](=O)[O-])c1	-0.1	-0.6	8.8
COc1ccc(N2CC(C(=O)NCCc3ccc(Cl)cc3)CC2=O)c(OC)c1 (configuration not stated)	·	-12.2	19.8
O=C(Nc1ccc2c(c1)OCCO2)c1cccnc1Oc1ccc(Cl)cc1	-0.1	-26.8	5.9
O=C(Nc1cccc(Cl)c1)OCc1cn(-c2ccccc2)nn1	-2.5	-30.3	24.8
O=C(CN1CCN(C(=O)CNC(=O)c2ccc3c(c2)OCO3)CC1)Nc1ccc(F)cc1	-1.7	-4.4	0.7
CN(Cc1ccccc1F)C(=O)COc1ccc(C(=O)c2ccccc2)cc1	5.1	-22.8	18.1
N#Cc1ccc(S(=O)(=O)N2CCN(CC(=O)NCC3(N4CCOCC4)CCCCC3)CC2)cc1	-0.5	-30.0	9.1
Cc1cc2nc(C)n(CCCNC(=O)Nc3ccccc3)c2cc1C	0.1	-19.5	8.4
COC(=O)C(C)Sc1nnc(Cc2cc(=O)[nH]c(=O)[nH]2)n1-c1cc(C)ccc1C (configuration not stated)	0.6	-3.9	4.4
COc1ccc(C(=O)Nc2nc3ccccc3[nH]2)cc1OC	10.7	-1.4	3.3
O=C(CSc1nc(-c2ccccc2)cs1)NCCN1C(=O)CSC1=O	0.2	-14.4	13.7
Cc1cc(C)c(C(N)=O)c(SCC(=O)c2cc(C)c(C)cc2C)n1	-1.1	-13.0	9.5
COc1ccc(CN2CCN(C(=O)c3cccs3)CC2)cc1	-0.8	-7.7	18.9

Later entries
SMILES	STK33 inh	OX1R antag-1	OX1R antag-2
O=C(NC(=S)Nn1cnnc1)c1ccccc1Br	-0.5	-9.5	5.7
C[C@H](CO)N1C[C@H](C)[C@@H](CN(C)C(=O)Nc2ccc(C(F)(F)F)cc2)Oc2c(NC(=O)NC3CCCCC3)cccc2C1=O	-0.5	-23.2	4.2
COc1ccc(OC)c(NC(=O)CSCc2cnn(-c3ccccc3)c2-n2cccc2)c1	0.8	17.8	78.0*
COc1cccc(S(=O)(=O)NCc2ccc(C(=O)NCC3CCCO3)cc2)c1 (configuration not stated)	-1.5	-2.8	-1.7
N#Cc1c(/N=C/c2ccc(-c3ccccc3C(=O)O)o2)sc2c1CCCC2	1.7	6.8	-0.1
C=C(C)c1cccc(C(C)(C)NC(=O)Nc2ccc(Cl)cn2)c1	·	-39.8	15.7
O=C(CC1NCCNC1=O)Nc1ccc(Oc2ccccc2)cc1 (configuration not stated)	0.4	-4.9	-1.3
Cc1cccnc1NC(=O)CCn1c(=O)oc2ccccc21	-0.9	0.2	15.4
CCN1CCn2c1nc(N1CCOCC1)nc2=O	-1.2	3.0	21.9
COc1cc(C(=O)NCc2nnc(SCC(=O)N3CCOCC3)o2)cc(OC)c1OC	-2.5	-5.6	-4.7
COc1ccc(NC(=O)Nc2nnc(C(C)(C)C)s2)cc1	-2.2	-22.5	7.0
CCOc1cc(CN2CCCC(CO)(Cc3ccc(F)cc3F)C2)ccc1OC (configuration not stated)	-1.1	-36.1	11.2
CCCCCCSc1ccc(-c2nc3ccc(C)cn3c2NCc2ccccc2)cc1OC	-0.1	-54.6	31.9
COC(=O)c1cccc(N2C(=O)c3cccnc3C2=O)c1	-0.2	3.2	8.2
O=C(CSc1nc2ccccc2c(=O)n1-c1ccc(F)cc1F)Nc1ccc(N2CCOCC2)cc1	-0.7	-4.6	19.8
Cc1ccc(S(=O)(=O)n2nc(C)c(Br)c2C)c(C)c1C	4.2	51.6*	47.4
Cc1cccc(C)c1NC(=O)COC(=O)c1cc[n+]([O-])cc1	-0.4	-8.7	10.9
Cc1ccc(C2OC(=O)c3ccccc32)cc1 (configuration not stated)	0.6	-16.7	14.5
Cn1nnnc1SCC(=O)Nc1cc(S(=O)(=O)N2CCCC2)ccc1Cl	-3.0	0.0	18.4
COc1cccc(CN(C)C(=O)/C=C/c2ccc(S(=O)(=O)N3CCCCCC3)cc2)c1	-0.6	-18.8	10.0
Cc1onc(-c2ccccc2Cl)c1C(=O)N1CCc2ccccc2C1	0.5	-22.5	20.8

Screens as filed in PubChem.
